AmpC detergent: inhibitors of E. coli AmpC beta-lactamase with detergent; 370,000 tested, 0.041% active; AmpC hydrolysis of nitrocefin, absorbance 480 nm, 0.01% Triton; Potency, µM (top dose mostly 114 µM), for inactives: top-dose activity change, negative = inhibition, hits mostly inhibitors;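 further: potency means the concentration at half of the fitted maximal effect; 0% = no-compound wells and -100% = no-enzyme wells; nearly all actives have a fitted effect of over 25% in size; some results filed as inactive show a strong effect at the top dose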
Target sequence (P00811 whole entry, looked up): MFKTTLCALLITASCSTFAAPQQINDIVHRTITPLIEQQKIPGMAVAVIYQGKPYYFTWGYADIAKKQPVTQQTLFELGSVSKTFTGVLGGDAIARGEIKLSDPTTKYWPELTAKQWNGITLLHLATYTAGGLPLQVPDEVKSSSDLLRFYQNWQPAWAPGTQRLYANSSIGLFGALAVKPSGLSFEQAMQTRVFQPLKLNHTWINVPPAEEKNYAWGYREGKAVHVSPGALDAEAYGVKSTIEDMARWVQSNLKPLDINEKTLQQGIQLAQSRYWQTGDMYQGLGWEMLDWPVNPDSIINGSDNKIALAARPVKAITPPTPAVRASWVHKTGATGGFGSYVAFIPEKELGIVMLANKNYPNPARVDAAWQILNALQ
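AmpC (5.3 nM in the dispensed reagent) in 20 mM phosphate pH 7.0 with 0.01% (detergent screen) or 0.0001% Triton X-100 was preincubated with compounds for 15 min at room temperature. Nitrocefin was then added from an 800 uM solution, and hydrolysis was followed at 480 nm.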
Giardia FBPA inh: inhibitors of Giardia lamblia fructose-1,6-bisphosphate aldolase | A8B2U2 | purified Giardia FBPA | Potency, µM (top dose mostly 59.6 µM), for the others: top-dose activity, negative = inhibition, hits mostly inhibitors | 290,000 tested, 0.71% active; further: potency means the concentration at half of the fitted maximal effect; nearly all actives have a fitted effect of over 55% in size
Target sequence (A8B2U2 whole entry, looked up): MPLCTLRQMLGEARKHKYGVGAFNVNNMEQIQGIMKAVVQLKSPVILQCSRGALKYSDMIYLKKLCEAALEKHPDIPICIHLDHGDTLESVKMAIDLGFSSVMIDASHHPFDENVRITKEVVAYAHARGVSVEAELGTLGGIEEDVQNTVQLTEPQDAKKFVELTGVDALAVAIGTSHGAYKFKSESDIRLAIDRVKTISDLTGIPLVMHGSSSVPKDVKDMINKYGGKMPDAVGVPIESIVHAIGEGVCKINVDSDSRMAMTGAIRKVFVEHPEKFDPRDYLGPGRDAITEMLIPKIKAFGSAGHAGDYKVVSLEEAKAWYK
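Giardia FBPA (40 nM reagent) was preincubated 10 min at RT with compound (up to 57.5 uM final), then substrate plus GAPDH/TPI/NAD/arsenate coupling system with diaphorase/resazurin was added; resorufin fluorescence (525/598 nm) was read after 20 min.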
AMA1 RON2 block: disrupts binding of P. falciparum AMA1 to RON2 | AlphaScreen AMA1-biotinylated RON2 peptide binding | Potency, µM (top dose mostly 58.2 µM), for the others: top-dose activity change, negative = inhibition, most hits filed as inhibitors | 360,000 tested, 0.2% active | AID 720542;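 further: potency means the concentration at half of the fitted maximal effect; 0% = vehicle wells and -100% = peptide control; nearly all actives have a fitted effect of over 45% in size; some results filed as inactive show a strong effect at the top dose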
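AMA1 (3D7) with his tag at 25 nM final met compounds first, then biotinylated RON2 peptide at 25 nM; detection used donor plus acceptor beads, 10 µg/mL apiece, read by AlphaScreen after 30 min at room temperature.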
Sm TGR inh: S. mansoni TGR enzyme inhibition | purified TGR, DTNB reduction, TNB absorbance 405 nm | Potency, µM (titrated, usually from 114 µM), without a hit: at the top dose activity change, negative = inhibition, most hits filed as inhibitors | AID 485364 | 360,000 tested, 3% active | Q962Y6; further: potency means the concentration at half of the fitted maximal effect; nearly all actives have a fitted effect of over 60% in size
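Kinetic colorimetric format: TGR-catalysed, NADPH-driven DTNB reduction monitored via TNB absorbance. Enzyme dispensed at 20 nM; compound exposure 15 min at room temperature before reaction start.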
HCMV antiviral: inhibitors of human cytomegalovirus | HFF cells, HCMV-luciferase reporter, 72 h; active compounds read low | activity change, negative = inhibition, % at 57.5 µM | 410,000 tested, 4.5% active; in the data active means activity change below about -60%; inconclusive means no clear call, values can overlap the other calls; inactive means above about -39%
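Human foreskin fibroblasts infected with luciferase-reporter HCMV at MOI 1 PFU/cell, compounds at two doses. Luciferase measured 72 h post infection; normalized to buffer-only basal and Salinomycin (10uM) controls.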
HCV inh: HCV inhibition; Huh7.5.1 HCVcc-Cre infection, luciferase reporter, 44 h; Potency, µM (doses to about 41.8 µM), inactives show top-dose activity change, negative = inhibition, hits mostly inhibitors; 340,000 tested, 3.4% active; further: potency means the concentration at half of the fitted maximal effect
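Cells seeded at 1,000/well and cultured 4 h, then compounds added followed by HCVcc-Cre virus (~0.5 moi). After 44 h further culture, luciferase substrate was added, plates held 15 min at room temperature, and luminescence read for 15 sec.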
Starred values were filed as active, the others as inactive; ? = inconclusive; . = no result given; [ ] = dose if it differs, or a comment. Unless noted, the call rests on the fitted dose curve; in most records, active means well fitted curve in the direction sought with a large enough effect; inconclusive means small, poorly fitted or top-dose-only effect, or another doubt; inactive means no such curve, though single readings can be large; an effect the other way counts as inactive or inconclusive. Unless noted, on the % scale 0 is the no-effect control and ±100 the full control effect.

item	SMILES	AmpC detergent	HCMV antiviral	Giardia FBPA inh	HCV inh	Sm TGR inh	AMA1 RON2 block
1	O=C(Nc1ccccn1)C(F)(F)C(F)(F)C(F)(F)C(F)(F)C(=O)Nc1ccccn1	-3.0%	18.2	4.2%	22.1%	3.4%	3.9%
2	COc1ccc(CCNC(=O)CSCC(=O)Nc2ccccc2)cc1OC	-4.0%	59.5	6.2%	21.6%	0.4%	-2.7%
3	CN(C)S(=O)(=O)c1cc(C(=O)NCCCn2ccc3ccccc32)ccc1Cl	-9.8%	8.6	-4.1%	-28.4%	2.1%[11.4 µM]	7.8%
4	COc1ccc(N2C(=O)CC(Sc3ncn[nH]3)C2=O)c(OC)c1 (configuration not stated)	?	-98.2*	?	15.8µM*	0.282µM*	19.0%
5	Cc1[nH]c2ccccc2c1C(=O)C(C)OC(=O)c1ccccc1NCCO (configuration not stated)	?	2.6	.	-16.0%	-3.7%	0.9%
6	O=C(Cc1ccccc1[N+](=O)[O-])NCCCN1CCOCC1	1.7%	-1.1	11.0%	6.3%	1.2%	5.3%
7	CSc1ccc(C#N)cc1NC(=O)c1ccc(Cl)cc1	-2.0%	-24.4	-1.4%	-28.8%	2.2%	-4.0%
8	O=C(Nc1ccccn1)c1ccc(Cl)c(S(=O)(=O)N2CCCC2)c1	?	-11.5	.	-1.5%	-6.5%	2.7%
9	Cc1cccc(NS(=O)(=O)c2ccc(C(=O)NCC(c3ccco3)N(C)C)cc2)c1C (configuration not stated)	1.7%	-21.7	.	-11.2%	35.1%	-13.8%
10	CCOc1ccc2c(c1)C(c1ccc(C)o1)=NNC(c1ccncc1)=N2	2.7%	5.3	-16.0%	?	0.0%	51.8%[activator]

One compound at a time (already shown). Values in the order: AmpC detergent, HCMV antiviral, Giardia FBPA inh, HCV inh, Sm TGR inh, AMA1 RON2 block
Shown for `CN(C)S(=O)(=O)c1cc(C(=O)NCCCn2ccc3ccccc32)ccc1Cl` : -9.8%, 8.6, -4.1%, -28.4%, 2.1%[11.4 µM], 7.8%
Shown for `COc1ccc(CCNC(=O)CSCC(=O)Nc2ccccc2)cc1OC` : -4.0%, 59.5, 6.2%, 21.6%, 0.4%, -2.7%
Shown for `O=C(Nc1ccccn1)c1ccc(Cl)c(S(=O)(=O)N2CCCC2)c1` : ?, -11.5, ., -1.5%, -6.5%, 2.7%
Shown for `Cc1[nH]c2ccccc2c1C(=O)C(C)OC(=O)c1ccccc1NCCO` (configuration not stated) : ?, 2.6, ., -16.0%, -3.7%, 0.9%
Shown for `O=C(Cc1ccccc1[N+](=O)[O-])NCCCN1CCOCC1` : 1.7%, -1.1, 11.0%, 6.3%, 1.2%, 5.3%

Other compounds.
item	SMILES	AmpC detergent	HCMV antiviral	Giardia FBPA inh	HCV inh	Sm TGR inh	AMA1 RON2 block
11	COc1ccc(NC(=O)CCCS(=O)(=O)c2nc(-c3ccccc3OC)cc(C(F)(F)F)n2)c(OC)c1	-7.3%	13.7	.	.	-12.9%	.
12	Oc1c(Cl)cc(Cl)cc1C=Nc1ccccc1N1CCCC1	?	.	?	-4.3%	15.8µM*	.
13	C/C(=N\NC(=O)c1ccc(Br)cc1)c1cccnc1	?	13.6	-3.7%	2.8%	-3.2%	24.0%
14	NC(=O)COC(=O)CNC(=O)c1cc(Cl)cc([N+](=O)[O-])c1	?	?	1.8%	11.5%	-2.9%	-16.2%
15	Nc1ccccc1N1CCOCC1	2.5%	-20.2	-10.7%	1.4%	?	-3.5%
16	COc1ccc(NC(=O)CCNS(=O)(=O)c2cc(Br)ccc2Br)cc1S(N)(=O)=O	-1.7%	?	1.1%	-6.7%	-20.5%	-3.5%
17	O=S(=O)(c1ccc2c(c1)OCCO2)C1CCC(S(=O)(=O)c2c(F)cccc2F)CC1 (configuration not stated)	-9.6%	-13.0	.	.	-10.3%	.
18	O=C(CS(=O)CC(=O)N(c1cccc(F)c1)C(C(=O)NC1CCCCC1)c1ccco1)Nc1ccc(F)cc1 (configuration not stated)	-14.8%	12.0	-0.7%	?	2.2%	12.2%[11.6 µM]
19	COc1ccc(/C=C/C(=O)Nc2nc(-c3cccs3)ns2)cc1OC	14.6%	44.1	.	.	-3.3%	.
20	Cc1ccc(C)c(NC(=O)CN(C)C(=O)c2cc([N+](=O)[O-])ccc2N2CCOCC2)c1	-6.6%	-7.3	.	?	1.3%	17.3%

Other entries follow.
item	SMILES	AmpC detergent	HCMV antiviral	Giardia FBPA inh	HCV inh	Sm TGR inh	AMA1 RON2 block
21	O=S(=O)(c1cccs1)N1CCN(Cc2nc3ccccc3s2)CC1	1.2%	120.9	-16.7%	?	7.0%	-2.9%
22	O=C(Nc1ccc2oc(-c3ccccc3)nc2c1)c1cccnc1	1.6%	37.2	-0.4%	?	-14.6%	2.5%
23	Cc1nn(CC(=O)NCc2ccc(OC(C)C)cc2)c(=O)c2c(C)n(-c3ccc(Cl)cc3)nc12	2.5%	-19.4	.	.	3.9%	.
24	COc1cc(NC(=S)NCc2ccco2)cc(OC)c1OC	-14.1%	-16.6	-17.9%	9.3%	-35.3%	10.6%
25	CCCCC(=O)NC(=S)NNS(=O)(=O)c1ccccc1	-4.7%	.	?	-3.6%	-10.8%	20.8%
26	COc1ccc(-c2nnc(SCC(=O)Nc3c(C)cccc3C)nc2-c2ccc(OC)cc2)cc1	-9.2%	-18.1	.	.	-2.3%	.
27	COc1cccc(-c2nnc(NC(=O)c3ccco3)s2)c1	0.6%	-6.8	.	12.9%	-4.3%	4.8%
28	Nc1ncnc2nc(SCCC(=O)O)[nH]c12	2.7%	-20.8	-11.1%	3.5%	-6.7%	19.0%
29	CN(CCCC1CCCC1)C(=O)CC1C(=O)NCCN1Cc1ccc(F)cc1 (configuration not stated)	?	1.4	-6.8%	26.7%	28.2µM*	14.6%
30	CC1(C)Oc2ccc(C(=O)N/N=C/c3ccc(O)cc3)cc2NC1=O	7.2%	11.2	.	5.3%	-4.3%	2.7%

(list continues)
item	SMILES	AmpC detergent	HCMV antiviral	Giardia FBPA inh	HCV inh	Sm TGR inh	AMA1 RON2 block
31	O=C(Nc1cccnc1)c1c(F)c(F)c(F)c(F)c1F	-5.0%	-1.5	-5.9%	-29.9%	3.4%	3.1%
32	N#Cc1c(-c2ccccc2)c(-c2ccccc2)nn(CC(=O)NNC(=O)Nc2ccc(Cl)cc2)c1=O	-6.3%	?	7.1%	2.1%	0.9%	36.7%[activator]
33	Cn1cccc1C(=O)NC(=O)COC(=O)c1ccccc1O	15.7%	-0.4	-0.9%	6.3%	4.2%	-1.8%
34	CCCOc1ccc(/C=C/C(=O)OCC(=O)N(C)c2c(N)n(Cc3ccccc3)c(=O)[nH]c2=O)cc1OCC	-5.1%	-26.7	.	?	-3.4%	-18.3%
35	O=C(NCc1cccs1)c1nn(-c2ccccc2)nc1CO	-2.5%	-3.3	.	.	2.2%	.
36	COCCCNC(=O)CC1C[C@H](C(=O)N2CCCCC2)[C@@]2(C)c3[nH]c4ccc(OC)cc4c3CCN2C1=O (some centres not stated)	.	-18.5	.	?	.	10.7%
37	C=CC(=O)NC(C)(C)CCN1CCOCC1	-6.3%	3.7	-1.3%	13.4%	-10.5%	4.0%
38	CCc1noc(C)c1C(=O)Nc1cc(C(F)(F)F)ccc1-n1cncn1	-1.9%	-1.2	.	?	7.0%	-14.8%
39	COc1ccnc(N2CCN(c3ccccc3)CC2)c1C#N	-6.2%	-27.3	8.6%	0.0%	5.4%	27.3%
40	OC[C@@H](O)[C@@H](O)[C@H](O)[C@H](O)CO	-5.6%	?	.	-16.3%	-1.1%	-7.0%

(next part)
item	SMILES	AmpC detergent	HCMV antiviral	Giardia FBPA inh	HCV inh	Sm TGR inh	AMA1 RON2 block
41	N#Cc1cccc(C(=O)Nc2cccc(S(=O)(=O)N3CCCC3)c2)c1	-5.6%	?	.	-18.3%	-21.0%	2.7%
42	O=C(NC1CCCCC1)C(c1ccc2ncccc2c1)N(Cc1cccs1)C(=O)c1cccs1 (configuration not stated)	?	?	0.4%	?	-5.8%	4.5%
43	O=C(CCNS(=O)(=O)c1cccs1)N1CCN(c2cccc(C(F)(F)F)c2)CC1	8.1%	-12.7	.	-2.0%	2.0%	7.6%[11.6 µM]
44	CS(=O)(=O)N(CC(=O)Nc1cccc(Cl)c1)c1ccccc1Cl	?	-15.7	-7.3%	-2.1%	4.1%	11.9%
45	COC(=O)/C=c1\sc2n(c1=O)C(C)=CC(C)(C)N=2	-4.0%	-12.8	-6.1%	16.8%	-4.1%	-4.6%
46	C/C(=C/C(=O)Nc1cccc(F)c1)N1CCCC1	2.8%	0.7	-0.5%	?	-3.6%	-5.3%
47	NC(=O)C1CC(=O)N(c2ccc(OCC(=O)NCc3ccccc3)cc2)C1 (configuration not stated)	4.0%	13.2	6.2%	6.1%	0.8%	3.2%
48	CCOC(=O)N1CCN(C(=O)c2cn(C)c3ccc(S(=O)(=O)N(CC)CC)cc3c2=O)CC1	0.8%	-0.7	5.3%	3.9%	15.7%	-1.1%
49	CCC(N=c1cc(-c2ccc(OC)c(OC)c2)oc2ccc(C)cc12)C(=O)O (configuration not stated)	-4.6%	-28.7	-9.8%	11.9%	-21.4%	1.1%
50	CC#Cc1cc2c(cc1O)CCC1C2CCC2(C)C(O)CCC12 (configuration not stated)	.	?	.	?	.	2.6%

The results go on:
item	SMILES	AmpC detergent	HCMV antiviral	Giardia FBPA inh	HCV inh	Sm TGR inh	AMA1 RON2 block
51	CCn1c(SCC(=O)Nc2nccc(C)n2)nc2ccccc21	-3.5%	-23.7	0.1%	15.3%	6.7%	15.1%
52	C=C(C)Cn1c(SCC(=O)O)nnc1-c1ccc(OC)cc1	-2.1%	-12.8	1.9%	6.3%	3.3%	22.0%
53	N#Cc1cc2c(N)c(C(=O)Nc3ccccc3)sc2nc1N	-1.4%	.	?	-14.6%	-1.9%	.
54	O=C(CCCC(=O)N1CCCc2ccccc21)N1CCCc2ccccc21	?	-28.0	5.2%	-27.8%	-0.9%	0.0%
55	CC(=O)OCCn1c2nc(=O)[nH]c(=O)c-2nc2cc(C)c(C)cc21	1.2%	-1.4	?	?	-23.3%	-3.4%
56	O=C(N/N=C/c1ccco1)c1ccc(C(=O)N/N=C/c2ccco2)o1	0.6%	-0.1	-12.7%	25.4%	-25.3%	8.4%
57	O=C(NCCN1C(=O)CCC1=O)c1ccncc1	-8.9%	-1.3	6.5%	-4.4%	8.4%	-8.3%
58	Cc1ccccc1C(=O)NC(NCc1ccco1)C(Cl)(Cl)Cl (configuration not stated)	5.6%	-7.7	2.8%	18.8%	0.3%	-6.3%
59	Cc1cc(=O)n2c3ccccc3n(C)c2n1	?	-1.0	-3.2%	18.5%	0.1%	14.4%
60	N#C/C(=C\c1c[nH]c2ccccc12)c1nnc2n1CCCCC2	-1.1%	-1.5	6.2%	0.0%	6.5%	-6.5%
61	CCN(CC)P(=O)(Oc1ccccc1)Oc1ccccc1	-9.9%	-2.8	8.2%	7.1%	8.7%	-1.4%

Molecules listed so far containing bromine:
item	SMILES	AmpC detergent	HCMV antiviral	Giardia FBPA inh	HCV inh	Sm TGR inh	AMA1 RON2 block
13	C/C(=N\NC(=O)c1ccc(Br)cc1)c1cccnc1	?	13.6	-3.7%	2.8%	-3.2%	24.0%
16	COc1ccc(NC(=O)CCNS(=O)(=O)c2cc(Br)ccc2Br)cc1S(N)(=O)=O	-1.7%	?	1.1%	-6.7%	-20.5%	-3.5%
